# bCat nuc transl = modulators of beta-catenin nuclear translocation, primary screen, imaging, HeLa cells, immunofluorescence, high-content; nuclear translocation activity, % at 5 µM; AID 1665, 2009; actives 0.3% (n = 190,000);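 active means nuclear translocation activity above 50% at 5 µM, with a well cell count of 50 or more; inconclusive means wells under 50 cells across six images, flagged as toxic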;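 further: per-cell ratio of nuclear to cytoplasmic median beta-catenin stain intensity; plate controls were DMSO negative control for no effect and GSK-3 inhibitor IX positive control for full effect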
#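 Test system: human HeLa cells, native beta-catenin. Compound dosing: 5 µM primary single dose, 0.1% DMSO, 0.02–20 µM confirmation series. Incubation: compound exposure 24 h at 37°C. Detection: beta-catenin immunostaining with DAPI counterstain, 20x imaging, 6 fields/well. Read-out basis: Nuclear/cytoplasmic beta-catenin signal ratio, % activation.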
# Autophagy HCS = autophagy modulators in MEF cells, primary screen, imaging, high-content, MEF GFP-LC3; MEF GFP-LC3 puncta imaging; test concentration mostly 10 µM; calls only at 10 µM (by protocol); actives 0.98% (n = 190,000);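 active means percentage of spot-positive cells more than 3 SD above its plate mean, without a fluorescence outlier flag or 80% toxicity; inconclusive means no clear call, values can overlap the other calls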;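 further: spot-positive cell cutoff set from DMSO-treated cells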
# Insulin prom up = insulin promoter activators in MIN6 cells, imaging, high-content screening, mouse beta cells. z-score at 5 µM. actives 0.3% (n = 190,000). MIN6 insulin promoter-GFP reporter; stronger effect = higher value;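 active means z-score above 3 at 5 µM with at least 500 cells counted in the well; inconclusive means wells under 500 cells, flagged as cytotoxic or low count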
# T cell HTS = modulators of CD8 T cell-vesicle binding, primary screen, mouse 2C CD8+ T cells, flow cytometry | 2C CD8+ T cell-vesicle binding; stronger effect = lower value | actives 0.068% (n = 330,000) | calls only at 7 µM | AID 2052, 2009;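 active means response, share of CD8 T cells binding vesicles, and their 90th percentile fluorescence all below set limits, cut at about 80% in these data, passing the limit was not always enough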
#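 Material: murine 2C transgenic CD8+ T lymphocytes / Also added: QL9-peptide-loaded Drosophila micro-vesicles bearing Ld, ICAM-1 and B7-1 / Schedule: binding step 1.5 h, 37 °C, antibody labelling 20 min, ice / Signal: flow cytometry, PE anti-B7-1 (FL2) versus Alexa647 anti-CD8 (FL8), PFA-fixed / Evaluation: percent CD8+ FL2 mean versus row control / Benchmarks: naked versus QL9-loaded vesicles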
# MT stabilize HCS = microtubule stabilizers in HeLa cells, primary screen, imaging, high-content imaging. actives 0.83% (n = 200,000). % tubulin-high responders, % at 10 µM. AID 2205, 2009. HeLa tubulin immunostaining HCS, 24 h; share of cells brighter than vehicle mean+2SD;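 active means plate Z-score above 3 for both tubulin-high and condensed-nucleus cell shares, with cell loss under 80%, at 10 µM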;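 further: anti alpha tubulin signal scored within the nucleus-defined area of each cell; some results filed as inactive read as strong as hits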
# West Nile antiviral = West Nile virus antiviral activity, cell-based, CPE readout (AID 1621); West Nile virus-infected cells, CPE inhibition; higher % means a stronger effect; CPE inhibition, % at 10 µM; hits with a dose series show IC50 in µM; actives 0.02% (n = 290,000); in the data active means a potency from the dose series; inconclusive means CPE inhibition mostly from about 3.7% at the one dose, without a potency; inactive means the rest, 99 in 100 with CPE inhibition below about 2.2%; further: strong numbers were not always called active
# WT yeast gro inh = growth inhibition of WT strain, primary screen, mitochondrial fusion inhibitor project, WT and mutant strains, chemical genetic. AID 1362, 2008. actives 2.1% (n = 190,000). mitochondrial fusion phenotypic screen. inhibition, % at 10 µM; in the data active means inhibition above about 58%; tested in S. cerevisiae
# Hep lipid drop = inhibitors of hepatocyte lipid droplet formation, primary screen, imaging, high-throughput imaging, BODIPY stain; inhibition, % at 6.5 µM; AID 1656, 2009; AML12 mouse hepatocytes, oleate lipid droplets; actives 0.4% (n = 240,000);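 active means lipid droplet intensity inhibited by at least 50%, with more than 500 cells counted; inconclusive means wells with under 300 cells, treated as cytotoxic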
#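 material = mouse AML12 hepatocyte cell line, fixed after treatment | also added = 100 µM oleic acid challenge | doses = compound at 6.5 µM only | schedule = overnight exposure | technique = Image-based BODIPY and DAPI two-channel analysis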
# Myeloid diff 2 = induction of myeloid progenitor differentiation, primary screen, cell-based, flow cytometry, MLPCN library; ER-HoxA9 myeloid progenitors, lysozyme-GFP differentiation; calls only at 10 µM; actives 1% (n = 360,000); AID 624256, 2012;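 active means normalized GFP-positive differentiation at or above the plate's own cutoff, the solvent-only control mean plus 3 SD; inconclusive means no clear call, values can overlap the other calls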;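 further: cells exposed to compound for four days before flow analysis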
# WT yeast gro inh mutant strain = also measured in WT yeast gro inh; calls as there; inhibition, %; mitochondrial fusion phenotypic screen, mutant strain inhibition
# Insulin prom up cell count = further read-out of Insulin prom up, marked with its call; cell count; measured here: cytotoxicity, nuclei count;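 total cells summed across four imaged fields per well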
# Hep lipid drop cells 6.5 µM = further read-out of Hep lipid drop, marked with its call; cell count; measured here: cell count, cytotoxicity flag;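 cells counted across two imaged fields per well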
# bCat nuc transl cell count 5 µM = second read-out of bCat nuc transl, no call of its own (marks repeat the call); cell count; measured here: cell count, cytotoxicity flag
# T cell HTS vesicle-bound % = also measured in T cell HTS; calls as there; double positive events, %; measured here: CD8+ vesicle-bound cell fraction;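 binding gate set so that unloaded-vesicle control wells show 10% double positive cells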
# MT stabilize HCS Hoechst-high % = recorded beside MT stabilize HCS, whose call it bears; % Hoechst-high responders; measured here: nuclear condensation Hoechst responders;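 share of cells brighter than vehicle mean plus two SD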
# MT stabilize HCS cytotoxicity % = further read-out of MT stabilize HCS, marked with its call; toxicity, %; measured here: cytotoxicity by cell density;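 0% = mean cell density of plate MIN control wells and 100% = no cells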
# Autophagy HCS cell loss 18 h = second read-out of Autophagy HCS, no call of its own (marks repeat the call); toxicity, %; measured here: cell loss, nuclei count;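 cell loss after 18 h compound exposure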
# Myeloid diff 2 GFP+ MAC1+ % = further read-out of Myeloid diff 2, marked with its call; GFP+ MAC1+ double positive, %; measured here: differentiation confirmed by MAC1 staining
# * = called active by the depositor; i = inactive; ? = inconclusive; · = no result given; + = active, no number.
structure	Insulin prom up	West Nile antiviral	Autophagy HCS cell loss 18 h	Hep lipid drop cells 6.5 µM	MT stabilize HCS cytotoxicity %	bCat nuc transl	T cell HTS vesicle-bound %	WT yeast gro inh mutant strain	Myeloid diff 2 GFP+ MAC1+ %	WT yeast gro inh	T cell HTS	bCat nuc transl cell count 5 µM	MT stabilize HCS Hoechst-high %	Autophagy HCS	Hep lipid drop	MT stabilize HCS	Insulin prom up cell count	Myeloid diff 2
COC(=O)C(Cc1ccccc1)NC(=O)CCc1c[nH]c2ccccc12 (stereo unspecified)	·	-0.4%	·	829	·	·	40.3	·	1.0	·	i	·	·	·	1.0	·	·	i
COc1ccccc1-c1cc(C(=O)N2CCN(c3ccc(F)cc3)CC2)no1	0.13	-0.8%	-7.1	·	9.8	-5.1	23.8	16.8	4.7	12.4	i	956	1.3	i	·	1.1	1488	i
Cc1ccc(-c2cc(Cc3ccc(F)cc3)c(=O)[nH]n2)cc1	-0.53	-0.2%	·	645	·	0.5	32.7	·	0.2	·	i	1322	·	·	18.0	·	984	i
O=C(O)CC(C(=O)O)n1nc(-c2ccccc2)cc1-c1ccccc1 (stereo unspecified)	-0.28	0.1%	21.7	·	6.0	-2.6	51.1	-1.3	0.8	-10.2	i	729	2.4	i	·	2.8	1218	i
CCOc1ccccc1N1CC(C(=O)Nc2ccccc2N2CCOCC2)CC1=O (stereo unspecified)	0.67	-0.2%	3.0	·	2.0	-1.1	46.7	-34.8	0.7	-20.6	i	775	1.6	i	·	2.2	1115	i
CN1CCN(C(=O)/C(=C/c2ccccc2)c2ccccc2)CC1	0.09	-0.6%	-9.8	773	6.5	-4.7	7.6	-13.2	5.6	-15.3	i	1218	2.5	i	-2.1	2.2	844	i
COc1ccc(/C=N/NC(=O)CNS(=O)(=O)c2ccc(C)cc2)cc1	-0.12	0.8%	-7.6	741	5.5	-1.0	58.4	4.2	0.3	-13.1	i	1113	2.6	i	-5.2	2.8	1441	i
C/C=C\C(=O)Nc1cccc(C2=NOC3(C2)C[C@@H](C(N)=O)N(C(=O)c2ccc(Cl)cc2)C3)c1 (stereo partly specified)	0.67	0.1%	·	685	·	0.1	44.3	·	1.1	·	i	1417	·	·	39.2	·	1038	i
Nn1c(SCc2cc([N+](=O)[O-])cc3c2OCOC3)nnc1-c1cccnc1	0.55	-0.1%	-0.1	735	9.4	-0.2	46.7	3.0	0.1	-6.3	i	1117	1.6	i	-7.6	9.0	1280	i
Fc1ccccc1COc1ccc(Br)cc1CNCc1ccncc1	·	1.0%	4.2	769	2.7	·	33.6	19.5	0.3	-16.8	i	·	1.6	i	-3.5	2.1	·	i
Cc1ccc(-c2noc(COc3ccccc3C)n2)cc1	-0.58	-0.3%	-6.1	754	29.5	·	22.6	5.7	1.3	10.4	i	·	0.3	i	-4.8	2.1	1245	i
Cc1sc(NC(=O)c2ccccc2)c(C(c2ccc(Cl)cc2)N2CCN(CCO)CC2)c1C (stereo unspecified)	0.64	-1.7%	1.6	574	9.8	·	41.3	26.6*	0.1	90.7*	i	·	2.8	i	7.4	1.8	1150	i
CC(=O)Nc1ccc(NC(=O)c2ccc(Cl)nc2)cc1	0.05	0.0%	·	652	·	-0.9	45.8	·	0.4	·	i	1366	·	·	6.3	·	1063	i
CSc1nc(Oc2ccc(=O)n(C)n2)nc(N(C)C)n1	0.96	-0.1%	3.3	·	12.1	-0.7	11.4	-5.7	0.3	7.2	i	1340	1.5	i	·	2.4	1555	i
COCCN1Cc2cccc(C(=O)NCc3ccccn3)c2C1=O	0.18	-0.1%	-4.4	·	9.4	·	26.5	7.4	0.9	13.6	i	·	1.6	i	·	7.3	957	i
CC1=C(C)CC(C(=O)NNC(=O)c2ccccc2O)C(C(=O)O)C1 (stereo unspecified)	-1.23	0.1%	6.5	701	4.5	-2.4	25.0	17.5	0.7	10.9	i	1162	1.0	i	0.2	2.2	744	i
CSc1ccc(Cl)c(C(=O)OCC(=O)N2CC(C)OC(C)C2)c1 (stereo unspecified)	0.56	0.6%	6.2	737	4.0	-1.1	29.6	17.8	0.7	-23.9	i	1214	2.1	i	18.3	4.0	1363	i
O=C(CNCC1CCCO1)NCc1ccco1 (stereo unspecified)	0.36	0.8%	-14.5	734	7.1	0.3	6.7	-6.8	93.3*	-20.2	i	950	1.9	i	3.4	1.7	1398	+
CCNC(=S)N1CCN(CC)CC1	0.36	-0.1%	-4.1	655	4.7	1.6	44.6	12.4	0.2	16.4	i	1073	4.2	i	4.3	4.0	1279	i
COc1ccc(CNC(=O)Nc2ccc3c(c2)N(C)C(=O)CS3)cc1	·	-0.3%	10.6	645	0.5	-1.1	46.4	4.5	0.2	-0.4	i	1073	2.4	i	0.0	3.3	·	i
O=C(NCCN1CCCCC1)Nc1ccc([N+](=O)[O-])cc1	·	-1.3%	·	785	·	·	52.0	·	0.7	·	i	·	·	·	-4.2	·	·	i
CCCc1nc2ccccc2c(NC(=O)CN(CC)CC)c1CC	0.15	0.4%	7.4	705	10.6	0.3	58.9	5.9	0.1	2.4	i	1004	2.9	i	2.3	2.9	1229	i
O=C(NCc1ccc(Cl)cc1)C(=O)NCC1OCCN1C(=O)c1ccc(Cl)cc1 (stereo unspecified)	·	-1.6%	7.1	743	9.7	-1.5	58.8	6.0	1.2	7.8	i	1181	2.0	i	0.8	1.7	·	i
CN1CCc2c(sc(/N=C/c3cc(C(C)(C)C)ccc3O)c2C#N)C1	-0.11	0.9%	·	787	·	0.5	5.5	·	0.2	·	i	1260	·	·	-2.7	·	1044	i
Cc1ccc(C(=O)NNC2=NCCC2)cc1	0.36	0.3%	26.4	777	9.9	·	33.7	12.2	5.2	4.1	i	·	1.3	i	-0.6	2.7	903	i
O=C(Cc1nc2ccccc2[nH]c1=O)c1ccc(Cl)cc1	0.9	0.1%	·	674	·	-1.9	28.8	·	72.3*	·	i	1128	·	·	-13.5	·	1371	+
Cc1ccc(O)c(-c2cc(C(F)(F)C(F)F)[nH]n2)c1	-0.37	0.3%	-0.1	·	7.2	-6.7	22.8	-21.6	1.4	-0.1	i	883	2.7	i	·	3.0	935	i
CC(C)CN(C(=O)COC(=O)c1cccn1C)c1c(N)n(Cc2ccccc2)c(=O)[nH]c1=O	·	0.2%	·	836	·	·	9.2	·	1.1	·	i	·	·	·	0.4	·	·	i
CCOC(=O)c1cnc2ccc(OC)cc2c1NCCc1ccc(OC)c(OC)c1	-1.53	-1.9%	-43.5	677	5.5	-1.4	8.7	12.2	0.9	31.7	i	1049	2.6	i	5.3	3.1	1338	i
COc1ccc(C(C)=O)cc1CN1C(=O)NC2(CCCCC2C)C1=O (stereo unspecified)	2.05	0.3%	4.1	·	7.8	-1.1	39.5	-2.1	1.0	-3.9	i	1486	2.6	i	·	2.9	1374	i
COc1ccc(CCNC(=S)NC(=O)c2ccc(Br)cc2)cc1OC	-0.04	-0.6%	-4.2	632	10.0	0.2	55.7	-6.6	0.6	1.1	i	1508	2.4	i	1.4	3.1	1322	i
CCCN1CCN(C(=O)c2ccccc2-c2nc3ccccc3s2)CC1	-0.63	-0.4%	2.7	707	5.1	-0.6	2.5	3.7	0.5	6.1	i	1078	2.3	i	5.3	6.5	1225	i
CC(NC(=O)C(C)N1c2cccc3cccc(c23)S1(=O)=O)c1ccccc1 (stereo unspecified)	·	-0.8%	·	846	·	·	20.7	·	·	·	i	·	·	·	-3.9	·	·	?
CCOC(=O)C(CCCOc1ccccc1C)C(=O)OCC	0.15	-0.2%	19.6	799	4.5	-0.7	27.1	9.6	0.9	-0.8	i	1049	0.6	i	-2.7	1.3	797	i
O=C(O)COc1ccccc1/C=N/NC(=O)c1cccc(S(=O)(=O)N2CCOCC2)c1	·	0.1%	-4.5	691	3.5	6.5	53.2	-2.1	0.4	5.2	i	922	1.8	i	2.6	2.5	·	i
O=c1c2c(-c3ccccc3)csc2nc2c3ccccc3c(NCCN3CCOCC3)nn12	-2.59	-2.0%	8.4*	674	2.2	-0.5	·	6.9	·	17.3	·	973	5.4	+	-13.9	1.3	670	·
COc1ccc2cc3cc(C(=O)NCCN4CCc5ccccc5C4)oc3nc2c1	·	0.8%	8.6	·	7.0	·	51.3	-4.2	1.2	-4.5	i	·	2.2	i	·	0.8	·	i
CC(C)C(NC(=O)CN1C(=O)c2ccccc2C1=O)c1ccccc1 (stereo unspecified)	·	-0.1%	·	802	·	·	31.8	·	1.2	·	i	·	·	·	-2.9	·	·	i
CCCCOc1ccc(/C=C/C(=O)Nc2ccc([N+](=O)[O-])cc2C)cc1	-0.25	0.0%	5.8	676	13.4	0.3	49.8	-10.7	1.0	8.2	i	1045	2.3	i	2.0	2.6	1476	i
